Screens from PubChem.
STAT3 act: IL-6 driven STAT3 reporter potentiators, primary screen, U3A cells, luciferase, luminescence, MLSCN library | IL-6 STAT3-luciferase reporter; 100% = signal with IL-6 EC80 alone | actives 0.91% (n = 190,000) | activation (% of control), % at 5.6 µM | AID 871, 2007;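 active = activation above the screen-wide mean of compound activation plus 3 SD, cut at about 130% in these data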;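 also: 0% = background luminescence of wells with medium and substrate only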
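System – human U3A cells carrying STAT3-luciferase construct · Probe or stimulus – Interleukin-6, 33 ng/mL · Schedule – compound 1 h, then IL-6 6 h at 37 °C · Signal – luminescence from STAT3-driven luciferase reporter · Evaluation – percent of IL-6-only median luminescence · Benchmarks – IL-6-only high control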
FLuc stim CS: FLuc activators, initial screening, artefact control for FLuc-dependent activation tests, biochemical, ATPlite luminescence | activation factor at 10 µM | 200,000 tested, under 10 active | Luciferin 4-monooxygenase (Photinus pyralis), P08659 | ATPlite luciferase biochemical, 10 min; 0 = ATP-free wells, 1 = DMSO control;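 active = luciferase activation factor, scaled between plate controls, of at least 2 with compound at 10 µM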
Target sequence (P08659 whole entry, looked up): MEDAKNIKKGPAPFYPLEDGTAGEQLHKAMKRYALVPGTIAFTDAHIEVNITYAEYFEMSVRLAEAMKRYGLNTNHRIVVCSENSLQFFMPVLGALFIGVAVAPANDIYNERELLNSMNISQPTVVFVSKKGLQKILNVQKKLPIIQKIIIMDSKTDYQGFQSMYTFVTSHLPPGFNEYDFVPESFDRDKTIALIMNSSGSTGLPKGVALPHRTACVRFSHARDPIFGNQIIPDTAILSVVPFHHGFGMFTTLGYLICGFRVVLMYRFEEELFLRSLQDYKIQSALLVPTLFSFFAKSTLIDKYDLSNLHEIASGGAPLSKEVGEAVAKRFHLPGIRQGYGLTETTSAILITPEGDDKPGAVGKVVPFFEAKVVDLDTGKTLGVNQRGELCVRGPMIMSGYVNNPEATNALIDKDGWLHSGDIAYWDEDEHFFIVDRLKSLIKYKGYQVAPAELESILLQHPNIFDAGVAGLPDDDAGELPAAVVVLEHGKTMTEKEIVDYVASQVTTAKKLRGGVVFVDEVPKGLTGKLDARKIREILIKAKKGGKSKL
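assay system = Luciferase/luciferin detection reagent, cell-free biochemical luciferase assay | also added = ATP substrate | times = 10 min post-reagent at room temperature | measured by = luminescence from luciferase reaction | measure = luciferase activation, seen as luminescence increase over controls | benchmarks = low control with PBS replacing ATP, high control enzyme plus ATP without compound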
APP 5'UTR act: activators of APP 5'UTR luciferase reporter, primary screen, SH-SY5Y cells. activation, % at 2 µM. AID 1276, 2008. SH-SY5Y APP 5'UTR luciferase reporter, luminescence; zero percent = DMSO vehicle wells. actives 1% (n = 190,000);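 active = activation above a set limit, based on mean plus 3 SD of controls, cut at about 140% in these data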; also: values of inactives mirror those of a sister screen read the other way
APP transl inh: inhibitors of APP translation via 5'UTR reporter, primary screen, APP 5'UTR luciferase, SH-SY5Y cells; inhibition, % at 2 µM; SH-SY5Y APP 5'UTR-luciferase reporter, luminescence; actives 0.82% (n = 190,000);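 active = inhibition above a set limit, derived from the sample mean plus 3 SD, cut at about 45% in these data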; also: values of inactives mirror those of a sister screen read the other way
STAT3 inh: IL-6 driven STAT3 reporter inhibitors, primary screen, U3A cells, luciferase, luminescence, MLSCN library. AID 862, 2007. IL-6 STAT3-luciferase reporter; host cell line lacks STAT1. inhibition, % at 5.5 µM. actives 0.89% (n = 190,000);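 active = inhibition above the mean inhibition across all screened compounds plus 3 SD, cut at about 44% in these data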;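 also: 0% = DMSO only wells and 100% = 100 µM nifuroxazide control wells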
ROMK mod: ROMK potassium channel modulators, primary screen, cell-based, thallium flux, MLSMR library; ATP-sensitive inward rectifier potassium channel 1 (Homo sapiens), P48048; Tet-inducible ROMK, thallium flux fluorescence; actives lie on both sides; B-score at 10 µM; actives 2% (n = 130,000);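 active = signal ratio slope over the read window, or its plate-corrected B-score, at least 3 SD from the plate mean, either direction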;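 also: B-score of the F/F0 ratio slope over 7 to 12 s after thallium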
Target sequence (P48048 whole entry, looked up): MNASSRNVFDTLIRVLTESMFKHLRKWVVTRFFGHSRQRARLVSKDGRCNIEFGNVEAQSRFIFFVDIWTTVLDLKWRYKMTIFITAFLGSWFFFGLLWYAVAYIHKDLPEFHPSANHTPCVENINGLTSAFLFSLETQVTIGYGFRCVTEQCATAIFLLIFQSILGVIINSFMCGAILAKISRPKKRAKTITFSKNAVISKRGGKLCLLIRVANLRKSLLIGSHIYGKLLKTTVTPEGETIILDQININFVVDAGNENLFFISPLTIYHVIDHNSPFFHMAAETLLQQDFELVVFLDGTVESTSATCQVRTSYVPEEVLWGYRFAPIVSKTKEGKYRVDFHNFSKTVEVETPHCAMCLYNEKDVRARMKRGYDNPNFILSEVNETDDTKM
STAT1 activator: STAT1 signaling activators, primary screen, cell-based, HTS, luciferase reporter; NIH 3T3 STAT1-luciferase reporter, IFN-gamma, luminescence; 100% = IFN-gamma alone, no compound; activation (% of control), % at 5.5 µM; actives 2.6% (n = 200,000); AID 932, 2007;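 active = activation above the screen-wide mean activation plus 3 SD, cut at about 130% in these data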;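 also: raw ratio to IFN-gamma control signal so 100% means no change and 0% no light; values of inactives mirror those of a sister screen read the other way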
FLuc inh counter: firefly luciferase enzyme inhibitors, primary screen, artefact control for luciferase-based inhibitor screens, biochemical, luminescence, ATPLite. Luciferin 4-monooxygenase (Photinus pyralis), P08659. 10 min. inhibition, % at 10 µM. actives 1.5% (n = 200,000);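 active = inhibition above about 50% when tested at 10 µM, limit read from the data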
NF-kB neuron act: activators of NF-kB expression in neurons, primary screen, cell-based, HTS; human neuronal cells, NF-kB reporter expression; stronger effect = higher value; fold change at 12.5 µM; actives 1.6% (n = 190,000); AID 1239, 2008; in the data active = fold change above about 3.3
STAT1 inh: STAT1 signaling inhibitors, primary screen, cell-based, HTS, luciferase reporter; AID 920, 2007; NIH 3T3 STAT1-luciferase reporter, IFN-gamma, luminescence; actives 0.35% (n = 200,000); inhibition, % at 5.5 µM;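 active = inhibition above a set limit, the mean inhibition across all tested compounds plus 3 SD, cut at about 34% in these data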;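 also: 0% = IFN-gamma with DMSO and 100% = IFN-gamma with 300 µM nifuroxazide; values of inactives mirror those of a sister screen read the other way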
* hit, by the source's call; . = not tested or not shown.

SMILES	STAT3 act	FLuc stim CS	APP 5'UTR act	APP transl inh	STAT3 inh	ROMK mod	STAT1 activator	FLuc inh counter	NF-kB neuron act	STAT1 inh
Nc1nc(N2CCN(C(=O)c3ccco3)CC2)nc2ccccc12	97	1	20	-20	7	.	110	0	1.6	-11
CCOC(=O)COc1ccc(Oc2nc(C)cc(OC)n2)nn1	106	1.1	-4	4	-4	-0.2	91	-7	0.98	10
O=C(O)c1ccc(COc2ccc3ccccc3c2/C=C2/NC(=O)N(c3ccccc3)C2=O)cc1	121	1	0	0	-18	0.68	95	0	1.1	6
O=C(NCc1cccs1)c1ccc(N2CCCC2=O)cc1	101	0.8	-4	4	5	-0.12	106	15	1.4	-7
CC(=O)N/C(=C\c1cccs1)C(=O)O	109	1.1	-20	20	-6	-0.11	105	-8	1.2	-4
CC(=O)Nc1ccc(/C(C)=N\NC(=O)c2ccc(-c3ccccc3)cc2)cc1	113	1	0	0	-10	-1.3	103	4	2.6	-5
COc1cc(CN(C(=S)NCC(=O)O)C2CCCC2)cc(OC)c1OC	96	1	-14	14	7	0.88	104	-3	1.1	-6
O=C(c1ccco1)N1CCN(C(=S)NC2CC3CCC2C3)CC1 (stereo unspecified)	98	1	12	-12	6	1.1	101	-3	1.4	-3
CC1CCC2(CC1)NC(=O)N(CC(=O)Nc1nc(-c3ccc(F)cc3)cs1)C2=O (stereo unspecified)	107	1	5	-5	-2	-0.27	114	0	0.8	-15
O=C1CCC(=O)N1OCCOc1ccccc1	90	1.1	-1	1	19	-0.67	100	-5	1	-1
CCC(C)NC(=O)C1CCCN(c2nc(C)cc(OC)n2)C1 (stereo unspecified)	109	1	1	-1	-9	.	89	-3	1.2	11
O=C(CC1C(=O)NCCN1CC1CCCCC1)NCc1cc(F)ccc1F (stereo unspecified)	107	1	1	-1	-1	-0.38	111	0	.	-12
Cc1ccc(OCCCC(=O)Nc2ccccc2C(F)(F)F)cc1	100	1.1	13	-13	10	.	101	-6	0.95	-1
Cc1cc(C)n(-c2cc(N3CCOCC3)nc(-c3ccccc3)n2)n1	102	1.1	0	0	1	1.8	97	-5	0.98	3
O=C1C(Cl)=C(NCC2CCCO2)C(=O)N1c1cccc(Cl)c1Cl (stereo unspecified)	98	1.1	-15	15	4	.	96	-7	1.2	5
O=C(CN1CCOCC1)Nc1c(C(=O)C2CC2)oc2ccccc12	100	1	26	-26	2	-1	95	-4	1.2	4
CC(C)C(O)C1CCN(Cc2nc(Cc3ccccc3Cl)no2)CC1 (stereo unspecified)	96	1	20	-20	10	0.15	105	-4	1.1	-8
N#Cc1ccc(-c2csc(NC3=NCCCCC3)n2)cc1	106	1	10	-10	-7	.	127	-3	1.6	-30
CC1(C)Cc2nc3nc(SCC(=O)Nc4ccccc4)nc(N)c3cc2CO1	99	0.8	5	-5	8	2.4	105	24	.	-5
COc1ccccc1N1CCN(S(=O)(=O)c2c(C)ccc3nsnc23)CC1	104	1	-12	12	-2	0.027	108	-2	0.81	-9
NC(=O)c1ccccc1-c1nc(-c2ccccc2)no1	113	0.9	57	-57	-8	.	113	7	1.8	-13
CC(C)Cn1c2c(c(O)c(C(=O)Nn3c(Cc4ccccc4)nc4ccccc4c3=O)c1=O)CCCC2	100	1.1	-5	5	4	0.019	100	-6	1	0
COc1oc(-c2ccc(Cl)cc2)nc1C(F)(F)F	92	1	15	-15	12	.	103	0	1.1	-4
C/C(=N\Nc1nc2ccccc2s1)c1ccc(Br)s1	126	1	17	-17	-22	0.076	95	1	1.3	3
Cc1[nH]n(-c2ccccc2)c(=O)c1C=Nc1cccc2cccnc12	103	1	-70	70*	-7	0.29	111	4	1.3	-12
O=C(NCc1cccs1)C(=O)NCC1OCCCN1S(=O)(=O)c1ccc(F)cc1 (stereo unspecified)	100	1.1	-13	13	2	1	91	-6	0.92	11
COc1ccc(C)cc1-n1nnnc1SCc1nc2ccccc2s1	147*	0.9	73	-73	-47	.	118	14	0.69	-19
O=C(CCl)N1CCN2C(=O)c3ccccc3C12c1ccc(Cl)cc1 (stereo unspecified)	106	1.1	20	-20	3	-1.7	95	-7	0.22	5
CN(C)C(CNC(=O)/C=C/c1cccc(Cl)c1)c1ccccc1 (stereo unspecified)	112	1	10	-10	-7	1.3	105	0	1.1	-7
Cc1ccc(-n2cccc2/C=C2/C(=N)N3C(=NC2=O)SN=C3S(C)(=O)=O)cc1	107	1	9	-9	-3	-0.23	103	-1	1.2	-1
NS(=O)(=O)c1ccc(O)c(NC(=O)c2ccc([N+](=O)[O-])cc2)c1	102	1	-1	1	5	-0.013	106	-2	1.2	-7
CCCCN(CC)S(=O)(=O)N1CCC(C(=O)NCc2ccc(F)cc2)CC1	94	1.1	-9	9	10	-0.58	92	-9	0.98	8
CCOc1ccc(NCc2nc3ccccc3n2CCOc2ccccc2)cc1	103	1	31	-31	-6	-0.44	114	0	2.9	-12
O=c1c2ccccc2c2ccccc2c(=O)n1Cc1cccnc1	99	1.1	7	-7	6	0.25	99	-11	1.2	3
CCCCOc1ccc(N2C(=O)CC(NCCc3ccc(S(N)(=O)=O)cc3)C2=O)cc1 (stereo unspecified)	100	1	1	-1	7	-1.1	95	-4	1.2	5
Cc1cc(C)n(C(CC(=O)O)C(=O)O)n1 (stereo unspecified)	100	1.1	139*	-93	6	-0.045	105	-10	1	-6
O=C(O)c1ccccc1C(=O)OCCCCOC(=O)c1ccccc1C(=O)O	98	1	9	-9	7	.	98	-4	1.1	4
CC(=O)Nc1ccc(NC(=O)c2ccccc2S(=O)(=O)c2ccccc2[N+](=O)[O-])cc1	94	1.1	1	-1	8	-0.31	82	-7	1.2	21
Cc1ccc(OCC(=O)NCC2CCCO2)c(C)c1 (stereo unspecified)	99	1	19	-19	4	.	109	-1	1.2	-12
Cc1ccc(OC(=O)C(C)c2cccc(C(=O)c3ccccc3)c2)cc1 (stereo unspecified)	102	1	-12	12	5	1.6	95	-1	1.2	5
O=C(CSCCO)Nc1ccc(C2CCCCC2)cc1	101	0.8	54	-54	3	.	123	16	2.3	-23
COc1cc(OC)c(C(=O)NCC(c2cccs2)N(C)C)cc1OC (stereo unspecified)	82	1	27	-26	24	-0.36	102	-4	1.2	-2
O=C(Nc1ccc(F)cc1F)c1cccnc1	100	1	9	-9	5	0.52	102	-4	1.7	-1
CCCCSc1ccc(NC(=O)c2cccnc2)cc1	88	1.1	14	-14	14	0.98	106	-6	1.3	-6
COc1cc(C2SC(C)C(=O)N2CCc2ccccc2)cc(OC)c1OC (stereo unspecified)	97	1	2	-2	9	1.6	95	-3	1.1	3
CCC(C)NCCOCCOc1ccc(Br)cc1 (stereo unspecified)	99	1.1	8	-8	7	0.38	100	-11	1.7	-2
C/C(=N\NC(=O)C1CC1)c1ccc(Cl)cc1	109	1	-1	1	-7	.	100	0	1.2	0
OC(c1cccs1)(c1cccs1)C1C[N+]2(CF)CCC1CC2 (stereo unspecified)	99	1.1	2	-2	4	.	101	-7	1.1	-1
CCN1CCN(C(=O)c2ccc3c(=O)n(Cc4ccccc4OC)c(=S)[nH]c3c2)CC1	107	1	10	-10	-5	-0.46	100	-4	1.1	0
Cc1ccc([N+](=O)[O-])c2c1C(N1CCCCC1)C(C)(C)O2 (stereo unspecified)	104	1.1	-3	3	-5	0.62	85	-7	1.3	16
O=C(O)C1Nc2c(O)cccc2C2C=CCC12 (stereo unspecified)	132	1	9	-9	-38	.	91	0	0.85	10
CCC(C)(C)NC(=O)CN(Cc1ccc2c(c1)OCO2)C(=O)CCC(=O)Nc1nccs1	105	1.1	0	0	-4	1.4	91	-8	0.97	9
COc1ccc(C(=O)C(OC(=O)c2ccccc2)c2ccccc2)cc1 (stereo unspecified)	125	1	42	-42	-22	1	133*	-2	1.5	-36
Cn1cc(S(=O)(=O)N2CCCC(C(=O)O)C2)cn1 (stereo unspecified)	92	1.1	15	-15	10	-0.72	100	-8	1.2	0
CCCNS(=O)(=O)c1ccc(CCC(=O)NCc2ccco2)cc1	100	1	18	-18	5	.	99	-2	1.1	1
COc1cc(C)c(Cl)c(C)c1S(=O)(=O)NCc1ccc2c(c1)OCO2	99	1.1	13	-13	4	.	98	-7	1.3	3
O=c1[nH]c(=O)n(CCO)c2nnn(Cc3ccccc3)c12	105	1	2	-2	-4	0.92	110	-2	1	-11
CCCOc1ccc(NC(=O)CC2C(=O)N(C)C(=S)N2Cc2cccs2)cc1 (stereo unspecified)	93	0.9	.	.	15	.	94	6	1.2	7
Cc1ccc(O)c(C(CC(=O)NC2CCCCC2)c2ccccc2)c1 (stereo unspecified)	100	1	13	-13	1	0.077	93	-5	1.1	6
CC1(C)CC(=O)C2=C(C1)N(c1ccc(F)cc1)C(=O)NC2(C(F)(F)F)C(F)(F)F	102	1	-2	2	9	.	96	-1	1.1	4
Following part
SMILES	STAT3 act	FLuc stim CS	APP 5'UTR act	APP transl inh	STAT3 inh	ROMK mod	STAT1 activator	FLuc inh counter	NF-kB neuron act	STAT1 inh
CC1CC1C(=O)Nc1nc(-c2ccccn2)cs1 (stereo unspecified)	97	1	8	-8	8	1.1	101	2	1.2	-1
O=C1CCC(=O)N1CCC(c1ccc(F)cc1)c1ccco1 (stereo unspecified)	102	1.1	4	-4	0	.	105	-6	0.88	-5
Cc1ccc(/C=C2\Oc3c(ccc(O)c3CN3CCN(C)CC3)C2=O)cc1	95	1	-6	6	9	.	102	2	1.1	-4
O=C(Nc1ccc(S(=O)(=O)N2CCCCCC2)cc1)c1ccco1	106	1	26	-26	-3	-0.41	113	0	3.8*	-15
CC(C)(C)c1csc(NC(=O)Cn2cnc3ccccc3c2=O)n1	102	1	-2	2	-2	0.05	97	-4	0.72	3
CCCCCCc1cc2cc(-c3nnc(-c4cccc(OC)c4)o3)c(=O)oc2cc1O	99	.	5	-5	4	.	108	.	.	-8

Compounds as they come; 7.1% or so of the library scored in one or more.
